GALR2 blocker: antagonists of human galanin receptor 2 (GALR2) | O43603 | GALR2-expressing cells, antagonist mode | inhibition, % at 4 µM | hit rate 0.39% among 140,000 | AID 828; in the data active = inhibition above about 27%;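 note: cells stimulated with galanin 1-16 at roughly its EC80; 0% = agonist challenge control and 100% = basal control without agonist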
Target sequence (O43603 whole entry, looked up): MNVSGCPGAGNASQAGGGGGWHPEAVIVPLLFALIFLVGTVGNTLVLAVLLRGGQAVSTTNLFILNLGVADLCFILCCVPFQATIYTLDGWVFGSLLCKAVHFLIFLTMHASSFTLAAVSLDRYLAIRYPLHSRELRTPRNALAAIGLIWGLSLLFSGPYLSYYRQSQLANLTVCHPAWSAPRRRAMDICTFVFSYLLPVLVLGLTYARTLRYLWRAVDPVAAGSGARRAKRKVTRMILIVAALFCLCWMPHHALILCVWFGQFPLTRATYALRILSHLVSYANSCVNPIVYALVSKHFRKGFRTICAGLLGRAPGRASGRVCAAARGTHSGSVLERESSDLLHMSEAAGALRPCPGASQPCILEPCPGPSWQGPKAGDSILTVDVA
E-sel TNF inh: blocks E-selectin expression induced by TNF alpha. hit rate 0.71% among 120,000. inhibition, % at 2 µM. HUVEC TNFa-induced E-selectin immunofluorescence, high content;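 active = inhibition above the batch mean plus 3 SD, and confirmed as a hit on visual image review, cut at about 43% in these data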;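 note: 0% = TNF-stimulated DMSO wells and 100% = unstimulated control wells; not every result past the cut was called active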
Phagocytosis inh: macrophage phagocytosis inhibition; inhibition, % at 5 µM; J774A.1 macrophage IgG-bead phagocytosis, imaging; hit rate 0.07% among 110,000;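 active = inhibition above the mean of the plate negative controls plus 5 SD, cut at about 13% in these data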;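 note: phagocytic index as fraction of beads internalized from green versus red external bead signal; plate controls were DMSO negative control for no effect and cytochalasin-D positive control for full effect; some results beyond the cut were filed as inactive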
NPY-Y2 antag: NPY-Y2 (human) receptor antagonism; inhibition, % at 2.7 µM; NPY-Y2 expressing cells, antagonist mode; hit rate 0.99% among 140,000; AID 793; P49146; in the data active = inhibition above about 17%;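 note: 0% = vehicle with agonist challenge and 100% = reference antagonist with challenge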
Target sequence (P49146 whole entry, looked up): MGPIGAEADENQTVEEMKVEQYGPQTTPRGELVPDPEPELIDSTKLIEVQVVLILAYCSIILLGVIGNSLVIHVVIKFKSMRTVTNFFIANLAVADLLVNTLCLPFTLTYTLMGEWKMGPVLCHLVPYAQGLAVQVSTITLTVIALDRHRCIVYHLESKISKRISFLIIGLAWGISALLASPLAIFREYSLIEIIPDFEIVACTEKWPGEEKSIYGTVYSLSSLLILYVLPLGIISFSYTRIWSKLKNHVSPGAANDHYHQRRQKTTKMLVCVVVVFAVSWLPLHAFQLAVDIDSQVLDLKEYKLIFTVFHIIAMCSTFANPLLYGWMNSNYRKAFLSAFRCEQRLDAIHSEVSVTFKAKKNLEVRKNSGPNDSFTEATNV
PTEN del growth: growth suppressors of cells with PTEN tumor suppressor deletion; AID 827; viability, % at 10 µM; HCT116 PTEN-null viability, CellTiter-Glo, 60 h; hits give low values; hit rate 1.2% among 140,000;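 active = viability at or below a set limit, 4 SD under the median of all tested compounds, cut at about 3.7% in these data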;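 note: PTEN knockout HCT116 line with beta catenin targeted HCT116 as companion control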
MRP-1 activ: activators of MRP-1 | AID 799 | viability increase, % at 10 µM | H69AR cells + doxorubicin, viability rescue, CellTiter-Glo | hit rate 0.61% among 140,000;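 active = viability gain under doxorubicin at or above a set limit, the compound median plus 3 SD, cut at about 4.7% in these data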;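 note: MRP-1 overexpressing cells given doxorubicin 25 µM after compound pretreatment; 18-22 h compound pretreatment then 72 h with doxorubicin before readout; 0% = doxorubicin-only wells and 100% = vehicle-treated cells without doxorubicin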
Measles CPE: protection of cells from measles virus. Measles virus-infected cells, CPE protection, absorbance. protection (pct of control), % at 4 µM. hit rate 1.5% among 140,000; in the data active = protection mostly above about 24%, no sharp cut-off; inactive = mostly below about 26%; note: some compounds called inactive have numbers as strong as hits
bCat KO growth: beta-catenin-lacking colon tumor cell growth suppression. HCT116 beta-catenin knockout viability, CellTiter-Glo, 60 h; hits give low values. viability, % at 10 µM. hit rate 1.5% among 140,000. AID 818;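 active = viability at or under a set limit, the compound median less 4 SD, cut at about 6% in these data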;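 note: 0% = Hyamine 1622 control at 20 µM and 100% = untreated cell control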
Yeast life ext: extends the lifespan of yeast. S. cerevisiae growth with nicotinamide, OD615; deaD strain in restrictive glucose medium. inhibition of the nicotinamide effect, % at 10 µM. hit rate 0.68% among 130,000. AID 775;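 active = inhibition above a set limit, placed 3 SD over the median of all compounds, cut at about 26% in these data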;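 note: 0% = nicotinamide-treated wells and 100% = cells grown without nicotinamide; some compounds called inactive have numbers as strong as hits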
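System: Modified budding yeast, DeaD strain | Buffer or medium: Restrictive glucose medium | Also added: 1.5 mM nicotinamide | Doses: 10 µM single point, 0.25% DMSO | Schedule: 48 h compound exposure at 30 °C, humidified | Detection: Absorbance at 615 nm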
BB579 growth dn: yeast BB579 growth reduction in restrictive medium; AID 804; S. cerevisiae BB579 growth, OD615, 48 h; inhibition, % at 10 µM; hit rate 0.51% among 140,000;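 active = inhibition above a set limit, 3 SD over the mean compound inhibition, cut at about 44% in these data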; note: inactives centre near -24
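Test system: S. cerevisiae DeaD strain BB579 yeast; Medium: restrictive CSMM-D medium; Compound: one dose, 10 µM compound with 0.25% DMSO; Incubation: 4 h cell preincubation, 48 h compound exposure, 30 °C humidified; Signal: OD at 615 nm; Benchmarks: amphotericin B at 10 µg/mL as positive control.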
* marks the source's active call; other numbers are inactive results; . = not tested or not shown; [ ] = another dose, or the depositor's remark.

SMILES	GALR2 blocker	E-sel TNF inh	Phagocytosis inh	NPY-Y2 antag	PTEN del growth	MRP-1 activ	Measles CPE	bCat KO growth	Yeast life ext	BB579 growth dn
O=C(Cn1nc(C(F)(F)F)c2c1CCCC2)NCc1ccco1	4	-18	0	2	96	-0.5	4	102	0	-33
O=C(NCc1ccccn1)c1cc(-c2ccccc2)nc2ccccc12	5	.	-4	3	90	-2.2	11	78	1	-33
Cc1cccc(NC(=O)c2sc3nc(N)c(C#N)cc3c2N)c1	10	.	-9	1	38	-5.2	5	83	-6	-10
Nc1ncnc2nc(SCc3ccc(Cl)cc3Cl)[nH]c12	2	-10	0	4	69	-4.4	10	76	-10	-46
Cc1ccc(-n2c(C)cn(C(=O)c3ccccc3)c2=S)cc1	-10	-4	.	5	85	-2.8	27	73	.	-21
Cc1ccc(-n2c(Cc3cccn3C)nnc2SCC(=O)NCc2ccco2)cc1	-17	-17	0	-1	85	-2.9	33	87	-22	1
CCOC(=O)c1ccc(N=CC2=C(O)CC(C)(C)CC2=O)cc1	-16	.	-2	-2	92	-0.5	11	93	-6	-45
Cc1cc(C)n(CC(=O)N/N=C/c2ccc(C)o2)n1	0	2	.	0	94	-2.6	5	91	-12	5
COc1ccc(C(=O)NC2(C(F)(F)F)C(=O)N(Cc3ccco3)C3=C2C(=O)CC(C)(C)C3)cc1OC (stereo not given)	-13	15	.	-2	81	-2.8	24	86	-23	-8
Cc1cccc(NC(=O)c2oc3c(c2C)C(=O)CC(C)(C)C3)n1	-2	-13	1	2	80	1.2	2	80	-6	4
Cc1cc(C)c[n+](-c2nc3ccccc3nc2C(=C=[N-])C#N)c1	3	-31	-1	-1	109	-0.6	19	109	-10	-25
COCCN=c1scc(-c2cc(OC)ccc2OC)n1/N=C/c1c[nH]c2ccccc12	12	.	-9	-3	41	-3.9	5	56	3	-3
COc1ccc(OCCOC(=O)Nc2ccccc2)cc1	5	-22	0	7	95	-0.8	2	96	-3	-69
Cn1c(=N)n(CC(=O)c2cccs2)c2ccccc21	18	13	0	0	60	-4.3	4	72	-12	-26
CC1(C)C(c2ccco2)=[N+]([O-])C2(CCCCC2=O)N1O (stereo not given)	10	-35	.	-1	91	-0.2	5	98	.	-36
CNC(=S)N/N=C(\C)c1ccc(N2CCOCC2)cc1	9	3	-7	3	1.3*	-6.0	12	4.8*	-6	70*
CCOc1ccc(Cl)cc1S(=O)(=O)NCc1cccnc1	-8	32	-1	2	95	-1.1	9	89	-7	-32
CCOC(=O)c1sc(C)c2c1NC(C)(c1cccc3ccccc13)NC2=O (stereo not given)	-15	.	0	1	73	-4.1	11	82	-2	-37
COc1ccc(NC2=NC3(CCCCC3)N=C(N)N2)cc1	-1	.	-2	2	88	-1.1	10	91	-11	-15
O=C(COC(=O)C1(c2ccc(F)cc2)CCCC1)N1CCN(C(=O)c2ccco2)CC1	10	-25	-1	8	84	-3.5	8	85	-15	-21
COCCNC(=O)CSc1nc2ccccc2c(=O)n1CC1CCCO1 (stereo not given)	1	-14	-3	-1	91	-2.2	4	93	6	-37
Cc1cccc(NC(=O)C2CC(=O)NC(Nc3nc4ccccc4s3)=N2)c1 (stereo not given)	12	.	-8	0	92	1.0	9	98	1	-18
O=C(NCc1ccccc1)c1ccc(-c2ccc(F)cc2)o1	-4	37	-1	2	94	-1.8	22	96	-29	-5
O=c1[nH][nH]c(=O)c2cc(N3CCCC3)ccc12	-4	8	-1	1	102	-1.3	6	107	-22	-12
CCN1C(=O)CC(N2CCC(Nc3ccc(OC)cc3)CC2)C1=O (stereo not given)	3	-28	-4	0	98	-2.0	14	101	-4	-13
Cc1sc(NC(=O)C2CCCCC2)c(C#N)c1-c1ccccc1	-2	-40	.	5	85	2.9	27	86	-14	-4
COc1cc(C(=O)Nc2nc3ccc4nc(C)sc4c3s2)cc(OC)c1OC	5	23	.	-1	72	-3.8	11	70	-8	-20
CCN(CC)CCn1c2ccc(F)cc2c2nc(C)sc21	17	10	-1	7	73	-3.0	1	76	-1	-17
COc1ccccc1NC1=C(N2CCCCC2)C(=O)c2ccccc2C1=O	-1	.	.	0	5	-2.5	3	3.1*	2	5
Cc1nc2c3ccccc3nc(NNC(=O)CCC(=O)NC(C)C)n2n1	5	.	-8	1	100	0.0	2	96	-1	-7
COc1ccc(NC(=O)N2CCn3c2nc2ccccc23)cc1	4	-4	-2	0	92	-3.6	5	87	-11	-34
C=CCOC(=O)C(C#N)c1nc2ccccc2nc1N1CCC(C(=O)OCC)CC1 (stereo not given)	1	-43	-5	11	78	-1.8	6	86	-3	8
COC(=O)c1ccc(NC(=O)CN(c2ccc(C)cc2)S(=O)(=O)c2c(C)n[nH]c2C)cc1	2	.	1	-5	90	-1.7	15	98	-9	-21
Cn1c(=O)[nH]c(=O)c2c1nc(N1CCCC1)n2CC(O)COc1ccccc1 (stereo not given)	-8	13	0	0	94	-1.9	2	97	-2	-15
O=C(O)c1ccccc1SCc1cn2ccccc2n1	7	.	-5	2	107	-0.4	2	93	2	-4
CCC(C)N(NC(C)=O)c1nc(Cl)nc(NC(C)C)n1 (stereo not given)	5	20	-2	2	81	-1.7	9	86	-10	1

Random excerpt: two records from the list
SMILES	GALR2 blocker	E-sel TNF inh	Phagocytosis inh	NPY-Y2 antag	PTEN del growth	MRP-1 activ	Measles CPE	bCat KO growth	Yeast life ext	BB579 growth dn
COCCNC(=O)CSc1nc2ccccc2c(=O)n1CC1CCCO1 (stereo not given)	1	-14	-3	-1	91	-2.2	4	93	6	-37
Cn1c(=O)[nH]c(=O)c2c1nc(N1CCCC1)n2CC(O)COc1ccccc1 (stereo not given)	-8	13	0	0	94	-1.9	2	97	-2	-15

Other records
SMILES	GALR2 blocker	E-sel TNF inh	Phagocytosis inh	NPY-Y2 antag	PTEN del growth	MRP-1 activ	Measles CPE	bCat KO growth	Yeast life ext	BB579 growth dn
Cc1ccc(Nc2nc(COC(=O)COc3ccc(C=O)cc3)cs2)cc1	10	-52	-5	1	106	0.1	14	96	-4	-29
Cc1cccc(NC(=O)C2C3CCC4C(CCC32)C4(Cl)Cl)c1 (stereo not given)	-4	.	-7	16	79	-1.6	3	79	3	1
Cc1c(C(=O)O)c(=S)sn1CCOc1ccccc1	3	-23	0	1	104	-1.1	7	97	-8	-3
CCOC(=O)c1ccc(NC(=O)Cn2cccc2)cc1	-3	-6	0	-2	101	0.8	2	90	-11	-33
Cc1ccc(C(=O)NNC(=O)CSc2nnc(-c3ccncc3)n2-c2ccc(C)cc2)cc1	5	21	.	1	90	-0.7	9	93	1	1
CN=C(NC)SC1CC(=O)N(c2ccccc2)C1=O (stereo not given)	-3	-4	0	2	98	-0.3	0	90	-5	-16
Cc1nnc(NC(=O)c2ccc3c(c2)C(=O)N(CCC(C)C)C3=O)s1	9	-11	-1	1	103	0.8	9	96	-14	-38
Cc1cc(C)cc(NC(=S)NCc2cccnc2)c1	13	.	5	1	89	-4.0	9	83	9	-7
COc1ccc2nc3oc(C(=O)N4CCN(c5ccccc5F)CC4)cc3cc2c1	-7	.	0	2	103	-1.7	28	100	-8	-58
Cc1ccc(C(=O)Nc2cc(Cl)ccc2OC(=O)c2ccc(C)cc2)cc1	2	-58	.	3	82	-1.5	8	72	-1	18
CCCCOc1ncnc2c1[nH]c1ccc(F)cc12	37*	8	-3	9	31	-1.4	6	20	-14	-15
CC1Cc2cc(-c3csc(NC(=O)Cc4ccccc4)n3)ccc2N1S(C)(=O)=O (stereo not given)	6	4	0	0	13	1.1	71*	12	-5	-8
CCNC(=O)CC1SC(=Nc2ccc(Cl)cc2)N(CC)C1=O (stereo not given)	-4	4	1	4	92	-0.8	8	91	3	-8
CC1(C)Cc2c(sc3nc4n(c(=N)c23)CCCCC4)CO1	-10	11	-1	2	91	-1.4	8	90	-6	-49
CCOC(=O)C(NCc1ccccn1)(NC(=O)c1cccnc1)C(F)(F)F (stereo not given)	2	19	-2	3	99	-2.3	6	78	-3	-10
Cc1ccc2c3c1C1(C(=O)N3C(C)(C)CC2C)C(C#N)=C(N)Oc2cc(O)ccc21 (stereo not given)	-3	-16	-1	3	75	-4.5	3	84	-4	-29
O=C(CSc1n[nH]c(-c2ccccc2O)n1)N1CCCc2ccccc21	-5	.	-2	5	39	-4.0	10	36	-5	-9
COc1ccc(/C=N/NC(=O)CNc2n[nH]c(=O)[nH]c2=O)cc1OC	0	.	97*[artifact]	2	99	-0.1	6	90	-3	-4
Cc1ccc(Cn2c(N)c(S(=O)(=O)c3cccs3)c3nc4ccccc4nc32)cc1	-21	19	0	2	63	-0.4	.	92	-13	-32
Cc1ccc(C2CC(=O)Nc3cc4c(cc32)OCCO4)s1 (stereo not given)	-3	6	-1	4	92	-2.0	5	83	-12	-40
O=C(NCc1ccco1)C(c1ccccc1F)N(Cc1cccnc1)C(=O)Cn1nnc2ccccc21 (stereo not given)	8	.	0	2	98	-2.9	3	95	-16	-43
COc1ccc(NC(=O)c2ccc(Br)o2)c([N+](=O)[O-])c1	1	7	-1	2	59	-1.6	13	66	-13	-24
Nc1ccc(-c2cc(-c3cccc(N)c3)nc(-c3ccccc3)n2)cc1	5	.	.	-6	78	1.8	2	100	-4	-17
Cc1nc2ncc(Br)cc2[nH]1	6	24	-1	5	104	-1.3	2	94	0	-33
Cc1nn2c(-c3ccccc3)nnc2c2ccccc12	11	-39	-2	4	75	-4.6	6	65	-29	20
O=C(CNC(=S)N(Cc1ccccc1)Cc1cccnc1)NC1CCCCC1	6	.	-4	2	85	-2.7	20	83	5	-9
CCOC(=O)c1c(C)[nH]c(C)c1C(=O)COC(=O)c1ccc(Cl)c(S(N)(=O)=O)c1	2	7	.	1	94	-1.9	3	89	-8	-48
CC1=C(C(=O)OCC2CCCO2)C(c2ccccc2Cl)NC(=O)N1 (stereo not given)	1	-13	.	0	104	-1.8	17	106	.	-23
CCCS(=O)(=O)N1CCCC(C(=O)NCc2ccco2)C1 (stereo not given)	-13	3	0	1	85	-2.4	4	86	-22	1
CCOC(=O)CSc1nnc(CSc2nc3sc4c(c3c(=O)[nH]2)CCC4)n1C	5	-2	-2	1	111	0.1	7	89	-8	-60
COc1cc2c(cc1NCc1ccc3c(c1)OCO3)oc1ccccc12	1	-19	.	8	90	0.1	5	93	.	-28
CC(C)CCN1CC(C(=O)NC(C)C)CC1=O (stereo not given)	12	11	1	6	102	-1.6	5	101	-10	-40
O=C(C1=NNCC1c1ccccc1)C1CO1 (stereo not given)	6	.	.	2	58	-4.4	5	54	1	-10
COC(=O)C1=CN(C(C)C)C=C(C(=O)OC)C1c1cccc(OC)c1	3	7	.	1	69	-1.7	12	80	-5	-9
Cc1[nH]c(=O)c(C(=O)/C=C/c2ccccc2F)c2c1CCCC2	12	-9	.	6	3.4*	-5.1	7	3.9*	-1	-32
N#CCCCN1C(=O)C(O)(CC(=O)c2ccc3c(c2)OCCO3)c2ccccc21 (stereo not given)	3	-6	0	-2	100	-0.6	4	78	2	-34

Screening data deposited in PubChem BioAssay by several laboratories.
